Bioassay records (PubChem BioAssay)
Lipid storage S3 = qHTS Assay for Lipid Storage Modulators in Drosophila S3 Cells. hit rate 0.64% among 320,000. Drosophila S3 cells, BODIPY lipid droplet fluorescence, 18-24 h; cells fed with added oleic acid. Potency in µM for hits, for the others lipid storage change, negative = inhibition, % at the top dose, mostly 46.1 µM; active means well fitted inhibition curve with a large enough effect in the signal ratio, with a control signal flat, not every such curve was filed as active; inconclusive means small, poorly fitted or top-dose-only effect, or effect the other way, or a change in a side signal; the % refers to the signal ratio
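Drosophila S3 cells loaded with oleic acid (400 uM, as added) and compounds at several concentrations; lipid droplets imaged by 488-nm laser-scanning cytometry, 500–530 nm intensity and object ratio to cell channel. Percent activity normalized to 20 uM Triacsin C.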
Lipid storage S3 cell count max = recorded beside Lipid storage S3, whose call it bears; cell number change, %; measured here: cell count max response;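 cells counted by Cell Tracker Red CMTPX staining in the red channel; peak over a dose series mostly up to 46.1 µM; percent activity relative to internal control wells on each plate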
The depositor's hits bear a star; i = inactive; ? = inconclusive; . = not tested or not shown. On the % scale 0 is the no-effect control and ±100 the full control effect; potency means the concentration at half of the fitted maximal effect. This is a subset. The share of hits here may be higher or lower than overall.

Below each SMILES – Lipid storage S3 cell count max, Lipid storage S3
- COCC(C)n1c(SCC(=O)Nc2cc(C)on2)nc2ccccc2c1=O (stereo not drawn)
 : ., ?
- NS(=O)(=O)c1ccc(CNC(=O)/C=C/c2ccco2)cc1
 : ., ?
- Cn1ncc(N=Cc2ccccc2)c1C(N)=O
 : -7, -24%
- COc1ccccc1-c1noc(-c2ccccc2C(=O)NCC2CCCO2)n1 (stereo not drawn)
 : ., ?
- COCCn1c(-c2ccc(Cl)cc2)nc2c(c(=O)c3ccccc3n2C)c1=O
 : -9, 1%
- Cc1ccc(NC(=O)CS(=O)CC(=O)NCC2CCCO2)cc1 (stereo not drawn)
 : ., ?
- CN1C(=O)CC(c2cn(Cc3ccccc3)c3ccccc23)C1=O (stereo not drawn)
 : 3, 15%
- CC(Oc1ccc2c3c(c(=O)oc2c1)CCCC3)C(=O)NC1CC(C)(C)NC(C)(C)C1 (stereo not drawn)
 : ., ?
- CCN(CC)CCN(C)Cc1nc(C(c2ccccc2)c2ccccc2)no1
 : 9, 16%
- c1ccc(CCNc2nnnn2-c2ccccc2)cc1
 : ., ?
- CCC1(CC)NC(=O)N(CC(=O)OCC(=O)NC(=O)c2ccccc2OC)C1=O
 : ., ?
- Cn1c(=O)[nH]c(=O)c2c1nc(N1CCCCCC1)n2CCCSc1nnnn1-c1ccccc1
 : ., ?
- COc1cc(/C=N\NC(=O)CC(=O)NCCc2ccccc2)ccc1O
 : ., ?
- CN(C)CCC1c2ccc(Cl)cc2CCc2cccnc21 (stereo not drawn) (tested in a mixture with another compound)
 : ., ?
- Nc1c(C(=O)Nc2ccc(Cl)cc2)oc2ccccc12
 : ., ?
- COc1ccccc1CNC(=O)CCNS(=O)(=O)c1ccc2c(c1)CC(C)N2C(C)=O (stereo not drawn)
 : ., ?
- CN(C)S(=O)(=O)c1cccc(C(=O)Nc2ccccc2Cl)c1
 : ., ?
- CC1CCCN(C2=NC(=O)/C(=C/c3cn(-c4ccccc4)nc3-c3cccc(S(=O)(=O)N(C)C)c3)S2)C1 (stereo not drawn)
 : 0, -15%
- Cc1ccc(NC(=O)CCNC(=O)c2ccc(Cl)cc2)nc1
 : 2, -8%
- O=C(CSCc1nc2ccccc2[nH]1)N1CCN(c2ccc(F)cc2)CC1
 : ., ?

More structures
Below each SMILES – Lipid storage S3 cell count max, Lipid storage S3
- C=CCOc1ccc(C(c2c(C(=O)O)[nH]c3ccccc23)c2c(C(=O)O)[nH]c3ccccc23)cc1
 : ., ?
- CCOC(=O)c1c(-c2ccc(OC)cc2)csc1NC(=O)CCN1C(=O)c2ccccc2C1=O
 : 5, -11%
- CCOC(=O)N1CCN(S(=O)(=O)c2ccc(C)c(C)c2)CC1
 : ., i
- O=c1c2ccccc2nc(N/N=C/c2c(O)ccc3ccccc23)n1O
 : ., i
- O=P(O)(O)CP(=O)(O)O
 : ., ?
- COc1ccccc1OCCNC(=O)c1ccc2c(c1)CCC2
 : ., ?
- O=C(CC1OC(=O)c2ccccc21)Nc1cc(S(=O)(=O)N2CCOCC2)ccc1OCC(F)(F)F (stereo not drawn)
 : ., ?
- COc1ccc(NC(=O)c2cnn(-c3ccccc3)c2C)cc1
 : ., ?
- N#Cc1ccc(C(=O)Nc2cc(-c3ccc(F)cc3)nn2-c2ccccc2)cc1
 : 14, -5%
- CO/N=C\CC(=O)Nc1ccc(F)cc1
 : ., ?
- O=C(COc1ccc([N+](=O)[O-])cc1)N/N=C/c1ccccn1
 : ., -8%
- CCCc1cc(=O)oc2cc(C)cc(OCC(=O)Nc3ccc(CN4CCOCC4)cc3)c12
 : ., ?
- NC(=O)C1(NC(=O)[C@@H]2CC3(CC(c4cccc(NC(=O)[C@@H]5CCC(=O)N5)c4)=NO3)CN2C(=O)c2ccccc2)CC1 (stereo partly drawn)
 : ., ?
- CCO[C@@H]1OC(C(=O)N2CCN(Cc3ccccc3)CC2)=C[C@H](c2ccccc2)[C@H]1CCCO
 : 1, -9%
- O=C(CNc1c(Br)cc(Br)cc1Br)NN=C1CCCCC1
 : -12, 10%
- CC(=O)c1ccc(NC(=O)c2noc3c2CCC3)cc1
 : 2, 4%
- CCCCn1c2ccc(F)cc2c2nnc(SCCN3CCCCC3)nc21
 : 19, i
- CCOc1cc(N2CCOCC2)c(OCC)cc1NC(=O)CN1C(=O)NC(C)(C2CC2)C1=O (stereo not drawn)
 : -1, -1%
- CN(C)c1ccc(CC2C(=O)Nc3ccccc32)cc1 (stereo not drawn)
 : 10, 1%
- Cc1ccc(NC(=O)CSc2nnc3n2CCCCC3)cc1
 : 0, 3%

Continued:
Below each SMILES – Lipid storage S3 cell count max, Lipid storage S3
- COc1ccc(N2CCN(C(=O)CNC(=O)c3cccc(Br)c3)CC2)cc1
 : 21, i
- Cc1cccc(C(=O)OCC(=O)NCC(C)C)c1O
 : ., ?
- CCCCC1=CC2=CC(=O)C(C)(OC(=O)CC)C(=O)C2=CN1CCc1ccccn1 (stereo not drawn)
 : 11, -1%
- COc1ccc(C(C(=O)NC2CCCC2)N(C(=O)c2ccoc2C)c2ccccc2)cc1 (stereo not drawn)
 : ., ?
- CC(C)Cn1c(N)c(C(=O)COC(=O)C2CCCCC2)c(=O)n(C)c1=O
 : ., ?
- Nc1ccc(NC(=O)NC2CCCCC2)cc1[N+](=O)[O-]
 : 27, -24%
- CCCc1c(C(=O)Nc2cc(C(C)(C)C)on2)cnn1-c1ccccc1
 : ., ?
- COc1ccc(-c2nnc3n2N=C(c2cccc(Br)c2)CS3)cc1OC
 : ., ?
- CCN(CC)CCCN1C(=O)C(=O)/C(=C(/O)c2ccc3c(c2)CC(C)O3)C1c1ccncc1 (stereo not drawn)
 : ., ?
- O=C1CC(SC(=Nc2ccccc2)Nc2ccccc2)C(=O)N1c1cccc(Cl)c1 (stereo not drawn)
 : -19, 14%
- CCOc1ccc(C(=O)N(Cc2ccc(N(C)C)cc2)C2CCS(=O)(=O)C2)cc1 (stereo not drawn)
 : ., ?
- CCc1cc(=O)oc2c(C)c(OCC(=O)N3CCC(C(=O)O)CC3)ccc12
 : -10, 9%
- Cc1cc(C)c(S(N)(=O)=O)c(C)c1-n1cnnn1
 : ., ?
- CCOc1ccc(NC(=O)CN2C(=O)NC(CCSC)C2=O)cc1 (stereo not drawn)
 : 4, 8%
- COc1ccccc1C(=O)Nc1ccc2nc(SCC(=O)N(C)C)sc2c1
 : ., ?
- C[C@@]12C(=O)OC(=O)[C@]1(C)C1CCC2O1
 : ., ?
- CC1=C(C(=O)OCc2ccccc2)C(c2ccccc2)NC(=O)N1CCCC(=O)O (stereo not drawn)
 : ., ?
- COc1cccc(C(C(=O)NCc2ccco2)N(Cc2ccco2)C(=O)Cn2nnc3ccccc32)c1 (stereo not drawn)
 : -19, -8%
- O=C(CSc1ccc(-c2ccco2)nn1)c1ccccc1
 : 2, -8%
- O=C1C(=O)N(Cc2cccnc2)C(c2cccc([N+](=O)[O-])c2)/C1=C(/O)c1ccc2c(c1)OCO2 (stereo not drawn)
 : -20, i

New compounds follow
Below each SMILES – Lipid storage S3 cell count max, Lipid storage S3
- O=C(COC(=O)CCSc1ccccc1)NCc1ccccc1
 : ., ?
- COc1ccc(Br)cc1/C=N/NC(=O)c1ccc(OC)c(OC)c1
 : ., ?
- COc1cccc(C(=O)N2CCN(C3CCN(Cc4ccccc4)CC3)CC2)c1
 : ., ?
- CCNc1sc(C(=O)c2cccs2)c(N)c1-c1nc2ccccc2s1
 : ., ?
- Cn1cc2ccc(N)cc2n1
 : 12, 0%
- O=c1c2ccccc2[nH]c(=S)n1Cc1cccnc1
 : ., ?
- CCCNC(=O)Cc1c(OC)ccc2cc(Br)ccc12
 : ., ?
- CCS(=O)(=O)c1ccc2oc(Nc3cc(Cl)ccc3OC)nc2c1
 : -13, -13%
- O=C(Nc1ccc(-c2nc3ccccc3[nH]2)cc1)c1c(F)c(F)c(F)c(F)c1F
 : 3, -6%
- CC(=O)C1=C(C)NC(SCC(=O)c2ccc(F)cc2)=C(C#N)C1CC(C)C (stereo not drawn)
 : ., ?
- COc1ccc(OC)c(C(=O)/C=C/c2cccnc2)c1
 : ., ?
- O=C(O)C1=CC[C@@H](c2ccc(Cl)cc2)N(S(=O)(=O)c2ccc(Cl)cc2)[C@H]1c1ccc(F)cc1
 : ., ?
- Cc1ccc(NC2c3ncccc3C(=O)N2Cc2ccco2)c(C)c1 (stereo not drawn)
 : 3, -6%
- O=C(c1cc2nc(-c3ccc(Cl)cc3)cc(C(F)(F)F)n2n1)N1CCOCC1
 : 7, 0%
- CCCCCCN(C(=O)CCCCCN1C(=O)NC(c2ccc(-c3ccccc3)cc2)C(C(=O)OCc2ccccc2)=C1C)C(C(=O)NCCCC)c1ccc(O)cc1 (stereo not drawn)
 : ., ?
- CCOC(=O)c1cc2c(=O)n3ccccc3nc2n(C(C)C)c1=NC(=O)c1c(-c2ccccc2Cl)noc1C
 : 13, 2%
- O=C(NC(O)C(=O)c1ccccc1)c1cccs1 (stereo not drawn)
 : ., ?
- CC[n+]1c(C)cc(C)n1-c1ccccc1
 : ., ?
- CN(Cc1ccccc1)C(=C(Cl)Cl)C(=C1NCCN1)[N+](=O)[O-]
 : 10, -7%
- Cc1cc(C(=O)CSc2nnc(-c3ccco3)o2)c(C)n1CC1COc2ccccc2O1 (stereo not drawn)
 : ., ?

For reference, some entries already given.
Below each SMILES – Lipid storage S3 cell count max, Lipid storage S3
- CCCCCCN(C(=O)CCCCCN1C(=O)NC(c2ccc(-c3ccccc3)cc2)C(C(=O)OCc2ccccc2)=C1C)C(C(=O)NCCCC)c1ccc(O)cc1 (stereo not drawn)
 : ., ?
- CCOC(=O)c1cc2c(=O)n3ccccc3nc2n(C(C)C)c1=NC(=O)c1c(-c2ccccc2Cl)noc1C
 : 13, 2%
- O=C(NC(O)C(=O)c1ccccc1)c1cccs1 (stereo not drawn)
 : ., ?
- CC[n+]1c(C)cc(C)n1-c1ccccc1
 : ., ?
- CN(Cc1ccccc1)C(=C(Cl)Cl)C(=C1NCCN1)[N+](=O)[O-]
 : 10, -7%
- Cc1cc(C(=O)CSc2nnc(-c3ccco3)o2)c(C)n1CC1COc2ccccc2O1 (stereo not drawn)
 : ., ?

Continued:
Below each SMILES – Lipid storage S3 cell count max, Lipid storage S3
- O=C(Nc1ccc2c(c1)OCCO2)c1cccc(Cl)c1Cl
 : ., i
- CCCC(C(=O)n1nc(C)cc1C)C(NS(=O)(=O)c1ccc(C)cc1)c1ccccc1 (stereo not drawn)
 : ., ?
- N#CC1=C(N)SC(N)=C(C#N)C1c1ccnc2ccccc12
 : -8, 22%
- CCc1cc2c(=O)c(-c3ccc4c(c3)OCCO4)c(C)oc2cc1OS(C)(=O)=O
 : ., ?
- Cc1cc(OCC(=O)Nn2cnnc2)ccc1Br
 : ., ?
- COc1cccc(NC(=O)c2ccc3c(c2)OCO3)c1
 : -17, 10%
- Cn1cccc1/C=N/NC(=O)C(O)c1ccccc1 (stereo not drawn)
 : ., 16%
- O=C(Nc1ccccc1OC(F)F)c1ccc(Br)o1
 : ., ?
- COc1cc(/C=N/Nc2cc(C)nc(N)n2)ccc1O
 : 13, 2%
- COC(=O)c1ccc2nc(NC(=O)C3CCCCC3)sc2c1
 : 13, 2%
- Cc1cc(Br)ccc1OCC(=O)NNC(=O)c1cnccn1
 : ., ?
- COc1cccc(NC(=O)CCCNC(=O)Cn2cnc3sc(C)c(C)c3c2=O)c1
 : 5, 24%
- O=C(O)c1ccc(COc2ccc([N+](=O)[O-])cc2)o1
 : ., i
- CC(Sc1nnc(CNC(=O)c2ccccc2F)n1C)C(=O)Nc1nccs1 (stereo not drawn)
 : ., ?
- O=c1cc(CO)oc(CN2CCCC2)c1O
 : ., ?
- CN(C)Cc1c(C(=O)Nc2ccccc2)[nH]c2ccccc12
 : ., ?
- COc1ccc(NC(=O)CSc2nnc(C3CC3)n2C)cc1S(=O)(=O)N1CCCCC1
 : ., ?
- CCCCCC(=O)Nc1ccc(S(=O)(=O)Nc2nccnc2OC)cc1
 : ., ?
- COc1ccc(OC)c(NC(=O)C(CCSC)NS(=O)(=O)c2cccs2)c1 (stereo not drawn)
 : -1, i
- CN1CCC(=NNC(=O)C(=O)Nc2cccc(Br)c2)CC1
 : 23, 2%

The list continues:
Below each SMILES – Lipid storage S3 cell count max, Lipid storage S3
- Cc1ccc2nc(-c3ccccc3)cc(C(=O)N(C)CC(=O)Nc3ccccc3Br)c2c1
 : ., ?
- Cc1cc(NC(=O)c2cccc(S(=O)(=O)N3CCCCC3)c2)no1
 : 16, 1%
- Cc1ccc(S(=O)(=O)N2C(=O)C(c3ccccc3)SC2=Nc2ccccc2)cc1 (stereo not drawn)
 : ., ?
- COc1ccc2oc(C(=O)OCC(=O)N3CCC(C)CC3)c(C)c2c1
 : -2, i
- CCN(/C=N/S(=O)(=O)c1ccc(Cl)cc1)CC
 : 6, -5%
- CCN1CCn2c3c(c4cc(C)ccc42)CCCC31 (stereo not drawn)
 : -26, 17%
- CN(c1ccccc1C(=O)NCc1ccco1)S(C)(=O)=O
 : ., ?
- CCCCNC(=O)N1CCCC(C(=O)c2cc(C)c(OC)c(C)c2)C1 (stereo not drawn)
 : 4, -12%
- CCOCCCNC(=O)c1ccc2c(c1)N(CC)C(=O)c1ccccc1S2=O (stereo not drawn)
 : ., 9%
- c1csc(-c2nn3c(Cn4nnc5ccccc54)nnc3s2)c1
 : ., i
- COc1ccc(CNC(=O)C(C)N(Cc2ccccc2OC)C(=O)c2snc(C(N)=O)c2N)cc1 (stereo not drawn)
 : -10, i
- O=C(NCc1ccccn1)c1cc(-c2ccc(Br)cc2)nc2ccccc12
 : ., 25%
- CN(C(=O)CC1C(=O)NCCN1Cc1ccc(F)c(F)c1)C1CCOCC1 (stereo not drawn)
 : 1, 28%
